AID inh: inhibitors of human activation induced cytidine deaminase; AID deamination FRET fluorescence, UDG-coupled, 4 h; hit rate 0.32% among 91,000; Q9GZX7; Potency, µM (series often up to 115 µM), without a hit: at the highest dose activity change, negative = inhibition, hits mostly inhibitors; AID 1347428; also: nearly all actives have a fitted effect of over 25% in size
Target sequence (Q9GZX7 whole entry, looked up): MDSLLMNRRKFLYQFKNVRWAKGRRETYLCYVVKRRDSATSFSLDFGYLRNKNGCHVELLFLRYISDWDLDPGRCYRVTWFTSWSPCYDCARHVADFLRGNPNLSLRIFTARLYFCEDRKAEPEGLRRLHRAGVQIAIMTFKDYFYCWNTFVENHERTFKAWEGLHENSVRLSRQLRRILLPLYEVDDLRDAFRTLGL
UDG counterscr: blocks uracil-DNA glycosylase in AID counter-screen; hit rate 0.14% among 91,000; FRET deamination/UDG coupled assay, UDG read, 4 h; AID 1347430; Potency, µM (titrated, usually from 115 µM), for inactives: top-dose activity change, negative = inhibition, usual class: inhibitors; also: nearly all actives have a fitted effect of over 65% in size
* hit, by the source's call; ? = inconclusive; & = joins results of further samples; [ ] = another dose, or the depositor's remark. Calls follow the shape of the dose curve; as a rule, active = well fitted curve in the direction sought with a large enough effect; inconclusive = small, poorly fitted or top-dose-only effect, or another doubt; inactive = no such curve, though single readings can be large; an effect the other way counts as inactive or inconclusive. % is scaled to controls: 0 for no effect and ±100 for the full control effect; potency is read from the fitted curve at half-maximal effect. These rows are one share of the data (hit frequency here may not be typical).

No.	mol	UDG counterscr	AID inh
1	COc1ccc(S(=O)(=O)Nc2ccc3oc4c(c3c2)CCCC4)cc1	4%	7%
2	CCN(CC(=O)NC(=O)NC1CCCCC1)CC(C)C#N (stereo not drawn)	-7%	-4%
3	O=C(CC12CC3CC(CC(C3)C1)C2)NCC(=O)N1CCC(c2nc3ccccc3o2)CC1	-1%	-4%
4	COc1cc(OC)c(OC)cc1CN1CCCC(C(=O)N2CCCCCC2)C1 (stereo not drawn)	?	-19%
5	O=C(NC1CC(=O)N(c2ccc(F)cc2)C1)C1CCCCC1 (stereo not drawn)	-4%	2%
6	CCCCOc1ccc(NC(=O)COc2ccc(CC)cc2)c2cccnc12	-1%	3%
7	COc1ccc(C)cc1-n1c(-c2ccc(C)cc2)cc2c1CC(C)(C)CC2=O	4%	4%
8	O=C(CNS(=O)(=O)c1ccc(Br)s1)N1CCN(c2ccccc2F)CC1	-21%	-7%
9	CCc1ccc(-c2cc(C(=O)Nc3nccs3)c3ccccc3n2)cc1	4%	6%
10	COc1ccc(NC(=O)c2oc3c(c2C)-c2nn(Cc4ccccc4Cl)cc2CC3)cc1OC	-7%[57.5 µM]	42%[activator]
11	CCN(C(=O)C1CCN(c2oc(-c3ccco3)nc2C#N)CC1)c1ccccc1C	-3%	-13%
12	CNC(=O)c1ccc(Cl)c(NC(=O)NC(C)C(C)C)c1 (stereo not drawn)	2%	7%
13	Cc1ccccc1C(=O)NC1CCCC1	1%	1%
14	COc1cccc(CNC(=O)CSc2n[nH]c(-c3ccccc3Cl)n2)c1OC	-23%	7%
15	CCOc1ccc(NC(=O)CSC2=Nc3ccccc3C3=NC(CC(=O)NCc4ccccc4OC)C(=O)N23)cc1 (stereo not drawn)	0%	?

The list continues:
No.	mol	UDG counterscr	AID inh
16	CCSc1ncc(Cl)c(C(=O)N(Cc2ccccc2Cl)C2CCS(=O)(=O)C2)n1 (stereo not drawn)	?	-27%
17	O=C(NCc1ccc(F)cc1)c1cc2cccc3c2n1CCS3	-7%	?
18	O=C(Nc1nc(-c2ccccc2)cs1)C12CC3CC(CC(C3)C1)C2	-5%	-4%
19	CCOc1ccc(C2C(C(=O)Nc3ccccc3)=C(C)Nc3nc(SCc4cc(C)ccc4C)nn32)cc1 (stereo not drawn)	?	17%
20	Cc1ccc(Cl)cc1NC(=O)Cn1c(=O)c2ccccc2n2nncc12	7%	15%
21	COC(=O)c1cc(C(C)C)sc1NC(=O)Cc1ccc(Cl)c(Cl)c1	-5%	-11%
22	Cc1ccc(-n2ncc3c(Nc4cccc(C(F)(F)F)c4)ncnc32)cc1C	-10%	-8%
23	C/C(=N/N=C(c1ccccc1)c1ccccc1)c1ccccn1	10%	-10%
24	CCOC(=O)C1=C(C(Br)Br)NC(=O)NC1c1ccc2c(c1)OCO2 (stereo not drawn)	-15%	-26%
25	CCc1ccc(OCCCOc2ccccc2/C=N/NC(=O)c2cccc(Cl)c2)cc1	-9%	-21%
26	CCCOc1ccc(C(=O)Nc2ccc3oc(-c4ccccc4)nc3c2)cc1	12%	6%
27	O=C(Nc1cccc(Cl)c1)c1cc(-c2ccc3c(c2)OCCO3)on1	12%	-12%
28	Cc1cc(C=O)[nH]c1C	4%	11%
29	CNC(=O)Cc1ccc(NC(=O)C2CCCCC2)cc1	-1%	-7%
30	Cc1cc(CSc2nnc(-c3cccnc3)n2Cc2ccco2)on1	-2%	2%

Compound profiles, as listed above. Screens in order: UDG counterscr | AID inh
Cc1cc(CSc2nnc(-c3cccnc3)n2Cc2ccco2)on1 as listed: -2% | 2%
C/C(=N/N=C(c1ccccc1)c1ccccc1)c1ccccn1 as listed: 10% | -10%
CCc1ccc(OCCCOc2ccccc2/C=N/NC(=O)c2cccc(Cl)c2)cc1 as listed: -9% | -21%
CCOc1ccc(C2C(C(=O)Nc3ccccc3)=C(C)Nc3nc(SCc4cc(C)ccc4C)nn32)cc1 (stereo not drawn) as listed: ? | 17%

Further compounds follow.
No.	mol	UDG counterscr	AID inh
31	CC1(C)O[C@H]2[C@@H](O1)[C@@H](C(=O)Oc1ccc3ccccc3c1)O[C@@H]1OC(C)(C)O[C@@H]12	-4%	-1%
32	O=c1[nH]c2ccc(-c3csc(Nc4ccccc4F)n3)cc2o1	0%	-8%
33	CCOc1ccc(NC(=O)Cn2c(=O)n(CCC(=O)NCCc3ccccc3)c(=O)c3ccccc32)cc1	-10%	-8%
34	O=C(COC(=O)c1ccc2ccccc2n1)Nc1ccc(F)c(F)c1F	-1%	-7%
35	COc1ccccc1CNC(=O)CSc1ncc2c(n1)-c1ccc(Cl)cc1N(Cc1ccccc1)S2(=O)=O	-6%	12%
36	CC(C)CNC(=O)c1c(-c2ccccc2)c(-c2ccccc2)nn(C)c1=O	-3%[57.5 µM]	2%
37	O=C(NCc1cccc(OC(F)F)c1)c1cccc(-n2cnnn2)c1	-7%	2%
38	CCCn1c(NC(=O)c2nn(C)c(=O)c3ccccc23)nc2ccccc21	-4%	-7%
39	COc1ccccc1NC(=O)CSc1nc(N2CCCC2)c2c(c1C#N)CCCC2	-2%	-13%
40	Cc1ccc(C2=CC(c3c(F)cccc3Cl)n3nnnc3N2)cc1 (stereo not drawn)	20%	-5%
41	COc1ccc(O)c(C(=O)OC(C)C(=O)C23CC4CC(CC(C4)C2)C3)c1 (stereo not drawn)	1%	21%
42	O=C(NCc1cccnc1)c1cc(S(=O)(=O)C2CCS(=O)(=O)C2)ccc1F (stereo not drawn)	4%	-8%
43	Cc1ccc(NC(=O)C2CCC(CNS(=O)(=O)c3cccs3)CC2)cc1C (stereo not drawn)	7%[57.5 µM]	2%
44	Cc1cccc(C(=O)OCC(=O)c2cc(C)ccc2C)c1	3%	18%
45	CCC(C)(C)C(=O)NCc1cccs1	-6%	-6%

Further compounds follow:
No.	mol	UDG counterscr	AID inh
46	CC(NC(=O)c1cccnc1)c1ccc(C(F)(F)F)cc1 (stereo not drawn)	-2%	-4%
47	Cc1ccc(S(=O)(=O)NCC(=O)OCc2cc(=O)oc3cc(C)ccc23)cc1	0%	-4%
48	Cc1ccc(C(=O)Nc2cccc3cccnc23)cc1C	?	-24%
49	Cc1cccc(CNS(=O)(=O)c2ccc(-c3cnc(C4CC4)o3)cc2)c1	7%&2%	-8%&-11%
50	COc1ccc(CN(C)CC(O)COc2ccccc2)c(OC)c1OC (stereo not drawn)	-2%	0%
51	CSCc1c(C(=O)NCc2nnc3n2CCCCC3)oc2ccccc12	-1%	-2%
52	CCOc1ccc2nc(N3CCCC(C(=O)NCCc4ccc(OC)cc4OC)C3)sc2c1 (stereo not drawn)	-4%	-4%
53	Cc1ccc(C(C)C)cc1OCC(=O)N1CCN(c2nccs2)CC1	-6%	-6%
54	CC(=O)c1ccc(NC(=O)CSc2ncc(-c3ccc(F)cc3)o2)cc1	2%	-13%
55	COc1ccc(OCCN(C)C(=O)c2cc(C3CC3)nc3ccccc23)cc1	-18%	-13%
56	COc1ccc(OC)c(NC(=O)N2CCC3(CC2)Oc2ccccc2C(=O)N3Cc2ccccc2F)c1	-12%	?
57	CCOc1ccc(Nc2cc(C)c(C#N)c3nc4ccccc4n23)cc1	8%	0%
58	O=C(NC1C2CC3CC(C2)CC1C3)c1cccc(I)c1 (stereo not drawn)	8%	6%
59	COCCNC(=O)c1ccc(-c2nc(CN3CCc4ccccc43)c(C)o2)cc1	10%	2%
60	COc1ccc(N2CC(NC(=O)c3ccc(S(=O)(=O)N4CCCC4)cc3)CC2=O)cc1 (stereo not drawn)	-4%	-3%

The list goes on:
No.	mol	UDG counterscr	AID inh
61	Cc1cc(C)c(S(=O)(=O)NCC(c2ccco2)N2CCOCC2)c(C)c1 (stereo not drawn)	?	3%
62	CCc1cccc(C)c1NC(=O)c1cc(S(=O)(=O)N(Cc2ccc(C(=O)OC)cc2)Cc2ccc(OC)c(OC)c2)ccc1F	-9%	10%
63	CNc1nnc(Sc2ccc(S(=O)(=O)NC(C)C)cc2[N+](=O)[O-])s1	10%	-2%
64	CC(C)c1nn2c(=O)cc(COC(=O)COc3ccccc3F)nc2s1	-1%	23%
65	C/C(=N\NC(=O)c1ccncc1)C1CC1	-12%	2%
66	CCC1CCc2nc3sc(C(=O)Nc4ccc(F)c(Cl)c4)c(N)c3cc2C1 (stereo not drawn)	-3%	-1%
67	N#Cc1c(SCC(=O)N2CCCC2)nc(N2CCCCC2)c2c1CCCC2	-12%	?
68	Cc1ccc(OCC(=O)Nc2nnc(SCc3cc(=O)n4cccc(C)c4n3)s2)cc1	0%	13%
69	Cc1ccc(NC(=O)Cn2c(=O)n(CC(=O)NCCc3ccccc3)c(=O)c3ccccc32)cc1	-3%	-7%
70	Cc1ccc(S(=O)(=O)c2cnc(SCC(=O)Nc3cccc(Cl)c3)nc2N)cc1C	25%	-1%
71	O=S(=O)(Nc1ccc2cn[nH]c2c1)c1ccc(Cl)cc1C(F)(F)F	-5%	2%
72	CC(=O)Nc1ccc(NC(=O)c2ccc3c(c2)CCN3S(=O)(=O)c2ccc(C)cc2)cc1	-6%	43%[activator]
73	Cc1c(C(=O)OCC(=O)NCC2CCCO2)sc2ccccc12 (stereo not drawn)	-1%	1%
74	CCCc1cc(C(=O)NC(C)CC)sc1C (stereo not drawn)	2%	-5%
75	O=C(NC1(C(F)(F)F)C(=O)Nc2c1c(=O)[nH]c(=O)n2-c1ccc(Cl)cc1)c1ccccc1F (stereo not drawn)	1%	4%

Later entries:
No.	mol	UDG counterscr	AID inh
76	Cc1cnc2c(c1SCC(=O)N(C)c1ccccc1)c(=O)n(C)c(=O)n2C	9%	7%
77	CCOC(=O)c1oc2cc(OCC(N)=O)ccc2c(=O)c1-c1ccc(OC)c(OC)c1	2%	2%
78	CCOc1ccccc1NC(=O)CN1C(=O)COc2ccc(S(=O)(=O)Nc3ccccc3)cc21	3%	-13%
79	CCOC(=O)C1(C)C=C(Nc2cccc(C(=O)O)c2)C(=O)N1c1ccccc1 (stereo not drawn)	-5%	-3%
80	CCOc1ccc(Br)cc1CNCCSc1nnnn1-c1ccccc1	-11%	?
81	CC(C)N(Cc1ccccc1)C(=O)CCS(=O)(=O)c1ccc2c(c1)oc(=O)n2C	0%[57.5 µM]	-6%[57.5 µM]
82	COc1cccc(NC(=O)CSc2ncc3c(n2)-c2ccc(Cl)cc2N(C)S3(=O)=O)c1	?	74%[activator]
83	CCCCCc1ccc(OC(=O)c2ccc(Cl)cc2)cc1	1%	-11%
84	Cc1ccc(Cl)cc1N1CCN(C(=O)c2cn(CC(C)C)c(=O)c3c2c2ccccc2n3C)CC1	-30%	-9%
85	Cc1c(C(=O)NCC(c2ccc(Cl)cc2)N2CCOCC2)oc2ccccc12 (stereo not drawn)	-4%	-27%
86	O=c1[nH]c(SCc2ccc([N+](=O)[O-])cc2)nc2c1CCCC2	?	38%[activator]
87	Cc1cc(C(=O)N2CCN(S(=O)(=O)c3ccc(C(C)C)cc3)CC2)c(C)n1C(C)C	-6%	-13%
88	Cc1ccc(NC(=O)C2=CC(c3cccs3)=NS(=O)(=O)N2C)cc1	10%	-14%
89	CCc1ccc(-c2csc(-c3cc4cc(Br)ccc4oc3=O)n2)cc1	-21%	4%
90	CCOc1ccc(C(=O)NCc2nc3cccnc3n2Cc2ccc(F)cc2)cc1OCC	15%	3%

(next part)
No.	mol	UDG counterscr	AID inh
91	CCOc1ccccc1NC(=O)CN1CCCN(Cc2cccc(Cl)c2)S1(=O)=O	24%	-26%
92	COc1cccc(-c2nnc(-c3cc4cc(Cl)ccc4oc3=O)o2)c1	15%[57.5 µM]	5%[57.5 µM]
93	Cc1ccc(N2CCn3c2nc2c3c(=O)n(CCCc3ccccc3)c(=O)n2C)cc1C	0%	1%
94	CC(C)CNC(=O)CN1CCN(c2nc(C(F)(F)F)nc3ccccc23)CC1	-9%	-8%
95	Cc1ccccc1NS(=O)(=O)c1ccc(C(=O)N(C)CC(=O)Nc2cccc3ccccc23)cc1	-5%	-13%
96	COc1ccc(-c2noc(-c3ccc(NC4CCCCC4)c([N+](=O)[O-])c3)n2)cc1	0%	5%
97	O=C(NCCSCc1ccccc1Cl)C1CCN(S(=O)(=O)Cc2ccccc2)CC1	38%[activator]	13%
98	CCOc1ccc(/C(O)=C2\C(=O)C(=O)N(c3nccs3)C2c2ccc(C)cc2)cc1 (stereo not drawn)	-3%	6%
99	Cc1ccc2nc(Cl)c3cc(C(=O)N(C)C4CCCCC4)sc3c2c1	5%	-8%
100	CCc1ccc(CNC(=O)C2CCCN(C(=O)c3cccc(C(F)(F)F)c3)C2)cc1 (stereo not drawn)	-3%	-9%
101	COc1ccc(-c2noc(CSc3nnc(-c4ccncc4)n3-c3ccc(OC)cc3)n2)cc1	79µM*	?
102	CCn1nc(-c2ccc(C)c(S(=O)(=O)NCc3ccc(C)cc3)c2)c2c(c1=O)CCCC2	-6%	-13%
103	O=C(NCc1ccncc1)c1ccc2ccccc2n1	-6%	-4%
104	Cc1ccc(C)c(NC(=O)CCn2cnnn2)c1	13%	27%
105	CCOC(=O)C1CCN(C(=O)Cn2ncc3c4ccccc4n(C)c3c2=O)CC1	0%[57.5 µM]	-10%

Next records:
No.	mol	UDG counterscr	AID inh
106	COc1cc(C(=O)NCc2c(C)nn(Cc3ccccc3)c2C)cc(Cl)c1OC	-5%	-12%
107	CCSc1ncc(Cl)c(C(=O)Nc2nc3ccc(Cl)cc3s2)n1	-7%	-5%
108	O=c1oc2ccccc2n1CCCOc1ccccc1Cl	-9%[57.5 µM]	190%[activator]
109	Cc1cc(C(=O)NC(C)c2ccccc2Cl)c2cnn(C(C)C)c2n1 (stereo not drawn)	-15%	-7%

A different layout for 2 compounds above.
[108] O=c1oc2ccccc2n1CCCOc1ccccc1Cl
- UDG counterscr = -9%[57.5 µM]
- AID inh = 190%[activator]
[109] Cc1cc(C(=O)NC(C)c2ccccc2Cl)c2cnn(C(C)C)c2n1 (stereo not drawn)
- UDG counterscr = -15%
- AID inh = -7%
